MBNL1 CUG block: MBNL1-poly(CUG) RNA binding inhibition | AID 2675 | Q9NR56 | TR-FRET MBNL1-His/biotin-(CUG)12 binding, 665/545 ratio | Potency, µM (highest dose often 57.5 µM), for the others: at the highest dose activity change, negative = inhibition, usual class: inhibitors | 280,000 tested, 0.036% active; active = well fitted inhibition curve with a large enough effect in the signal ratio, with a control signal flat, not every such curve was filed as active; inconclusive = small, poorly fitted or top-dose-only effect, or effect the other way, or a change in a side signal; inactive = no such curve, though single readings can be large or run the other way; the % refers to the signal ratio; note: potency is the fitted concentration of half-maximal effect; % is set by controls: 0 for no effect and ±100 for the full control effect
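Inhibition of protein-RNA binding appears as loss of TR-FRET between terbium anti-His antibody on MBNL1-His and streptavidin-XL665 on biotin-(CUG)12. Activity is normalized to buffer-only and uninhibited-complex controls.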
PKM2 activator: PKM2 (human) enzyme activation; Potency, µM (highest dose often 57.5 µM), without a hit: top-dose activation, usual class: activators; 260,000 tested, 0.34% active; purified PKM2, Kinase-Glo ATP luminescence, activation; response scale: 0% is enzyme alone, no compound; note: potency is the fitted concentration of half-maximal effect; % is set by controls: 0 for no effect and ±100 for the full control effect; nearly all actives have a fitted effect of over 55% in size
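Kinase-Glo luminescence reports ATP generated from ADP (0.1 mM) and PEP (0.5 mM) by purified hPK-M2 after 1 h at room temperature, pH 7.2 imidazole buffer; intermediate enzyme activity allows detecting inhibitors and activators.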
BCR signal inh: blocks chronic active B-cell receptor signaling; ABC-DLBCL IkBa-CBG/CBR reporter, luminescence ratio, 4 h; Potency, µM (highest dose often 46.1 µM), for inactives: at the highest dose ratio change, negative = lower green/red ratio, usual class: inhibitors; 340,000 tested, 0.05% active; AID 493014; active = well fitted inhibition curve with a large enough effect in the signal ratio, with a control signal flat, not every such curve was filed as active; inconclusive = small, poorly fitted or top-dose-only effect, or effect the other way, or a change in a side signal; the % refers to the signal ratio;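 note: potency is the fitted concentration of half-maximal effect; plate controls were basal doxycycline-induced cells for no effect and cells given 10 µM MG132 for full effect; MG132 reads +100%, hits lower the ratio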
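Concentration-response series (up to 46 uM) were applied to TMD8 dual-reporter cells for 4 h at 37C with doxycycline. Green/red ratio, after filter-overlap correction, defined %Activity; red signal alone was normalised to basal cells and zero luminescence.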
Eya2 inh: Eya2 (human) phosphatase inhibition. recombinant Eya2, OMFP fluorescence dephosphorylation (OMFP is methylfluorescein phosphate). O00167. AID 488837. Potency, µM (titrated, usually from 76.9 µM), without a hit: at the top dose activity, negative = inhibition, actives largely listed as inhibitors. 330,000 tested, 0.006% active; note: potency is the fitted concentration of half-maximal effect; % is set by controls: 0 for no effect and ±100 for the full control effect
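Eya2 protein (added as 0.2 uM solution) was preincubated with compound for 10 min at ambient temperature in 50 mM HEPES pH 7.5, 50 mM NaCl, 5 uM MgCl2, 0.05% BSA, 1 mM DTT. OMFP (added at 50 uM) then reacted 10 min; fluorescence read at 485/525 nm.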
USP2a block: inhibitors of human ubiquitin-specific protease USP2a; O75604; USP2 core, Ub-CHOP2 coupled fluorogenic reporter, 485/531; Potency, µM (series often up to 38.3 µM), without a hit: at the top dose activity change, negative = inhibition, hits mostly inhibitors; 330,000 tested, 0.01% active; AID 463254;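 note: potency is the fitted concentration of half-maximal effect; plate controls were DMSO wells for no effect and full inhibition by NEM control for full effect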
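Cell-free coupled assay: 10nM USP2 core preincubated 30min RT with compound in Tris-HCl pH 8.0/CaCl2/CHAPS buffer, then 25nM Ub-CHOP2 and 25nM reporter substrate; fluorescence (Ex 485/Em 531) read after 60min RT, normalized to NEM inhibition, concentration-response curves fitted.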
KCNH2 WT inh: KCNH2 (human, wildtype) channel inhibition. U2OS, BacMam KCNH2, thallium flux FluxOr; stronger effect = lower value. activity change, % at 1.84 µM. 340,000 tested, 0.37% active. AID 720551;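 active = maximum activity change below -70%; inconclusive = maximum activity change between -70% and -50%; inactive = maximum activity change above -50%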; note: % is set by controls: 0 for no effect and ±100 for the full control effect
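U2OS cells were transduced with wild-type KCNH2 virus (2.03 x 10^8 / mL) for 4 h at room temperature, then cultured overnight at 37 C. Thallium flux was read with FluxOr dye. Rate constants were normalized to DMSO controls.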
Mito fusion act: mitochondrial division inhibition or fusion activation; Potency, µM (series often up to 46.1 µM), without a hit: top-dose growth rescue (activation), most hits filed as activators; S. cerevisiae fusion-defective mutant growth rescue, CellTiterGlo 48 h; 320,000 tested, 0.23% active; AID 485298;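 note: potency is the fitted concentration of half-maximal effect; % of control where 0% means no effect; nearly all actives have a fitted effect of over 45% in size; temperature-sensitive fusion mutants such as fzo1-1 at 37 °C on non-fermentable ethanol glycerol medium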
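Read-out: ATP-based luminescence (CellTiterGlo, 10 min ambient) reporting growth of fusion-defective ts yeast after 48 hours at 37C on glycerol/ethanol YPEG medium in the presence of compound.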
TSHR antagonist: antagonists of human thyroid stimulating hormone receptor. TSHR-expressing cells, TSH-stimulated cAMP HTRF, 2 h; stronger effect = lower value. activity change, negative = inhibition, % at 11.5 µM. 330,000 tested, 0.2% active;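 active = activity change below a set negative limit, meaning inhibition stronger than a set level, cut at about -70% in these data; inconclusive = activity change between two set negative limits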; note: % is set by controls: 0 for no effect and ±100 for the full control effect
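TSHR-expressing cells were treated with compounds, then stimulated with TSH at EC80 (4nM final) for 2 hours at 37 deg C. Cellular cAMP was measured by HTRF competition between lysate cAMP and cAMP-d2 for a cryptate-labelled anti-cAMP antibody.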
GALK inhibitor: inhibitors of human galactokinase | P51570 | Purified GALK, Kinase-Glo residual ATP luminescence | Potency, µM (series often up to 57.5 µM), for the others: at the top dose activity change, negative = inhibition, usual class: inhibitors | 270,000 tested, 0.007% active; note: potency is the fitted concentration of half-maximal effect; % is set by controls: 0 for no effect and ±100 for the full control effect
Target sequence (P51570 whole entry, looked up): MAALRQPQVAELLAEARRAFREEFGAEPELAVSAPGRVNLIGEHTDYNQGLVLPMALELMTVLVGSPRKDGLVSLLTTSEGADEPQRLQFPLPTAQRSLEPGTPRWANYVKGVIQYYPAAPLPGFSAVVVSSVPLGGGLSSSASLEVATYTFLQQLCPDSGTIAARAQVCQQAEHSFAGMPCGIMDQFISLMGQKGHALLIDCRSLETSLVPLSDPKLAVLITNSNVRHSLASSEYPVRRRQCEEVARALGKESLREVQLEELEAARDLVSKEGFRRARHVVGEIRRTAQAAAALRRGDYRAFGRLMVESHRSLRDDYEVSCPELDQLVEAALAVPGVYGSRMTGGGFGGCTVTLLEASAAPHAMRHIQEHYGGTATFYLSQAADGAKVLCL
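Luminescence from leftover ATP (Ultra-Glo luciferase/luciferin) served as read-out after a 1 h room-temperature reaction of 5 nM GALK with 35 uM ATP and 100 uM galactose.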
ASM inhibitor: human S-ASM enzyme inhibition | P17405 | placental ASM, HMU-PC fluorogenic substrate, 60 min | Potency, µM (highest dose often 57.5 µM), without a hit: top-dose activity change, negative = inhibition, actives largely listed as inhibitors | 340,000 tested, 0.006% active; note: potency is the fitted concentration of half-maximal effect
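Fluorescence read-out (Ex 386 nm, Em 447 nm) after stopping the reaction at pH 10. Enzyme: ASM from human placenta; substrate HMU-PC0, 9 uM final; 60 min, 37 °C. Compound preincubation 10 min, ambient temperature.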
Menin-MLL TR inh: inhibitors of human menin-MLL interaction, mutant MLL peptide. O00255. Menin + Texas Red MLL mutant peptide, fluorescence polarization. Potency, µM (series often up to 61.6 µM), for inactives: top-dose FP activity change, negative = inhibition, usual class: inhibitors. 270,000 tested, 0.23% active; active = well fitted inhibition curve with a large enough effect in the polarisation, with a control signal flat, not every such curve was filed as active; inconclusive = small, poorly fitted or top-dose-only effect, or effect the other way, or a change in a side signal; inactive = no such curve, though single readings can be large or run the other way; the % refers to the polarisation; note: potency is the fitted concentration of half-maximal effect; % of control where 0% means no effect; many of its hits are not listed in these tables
Target sequence (O00255 whole entry, looked up): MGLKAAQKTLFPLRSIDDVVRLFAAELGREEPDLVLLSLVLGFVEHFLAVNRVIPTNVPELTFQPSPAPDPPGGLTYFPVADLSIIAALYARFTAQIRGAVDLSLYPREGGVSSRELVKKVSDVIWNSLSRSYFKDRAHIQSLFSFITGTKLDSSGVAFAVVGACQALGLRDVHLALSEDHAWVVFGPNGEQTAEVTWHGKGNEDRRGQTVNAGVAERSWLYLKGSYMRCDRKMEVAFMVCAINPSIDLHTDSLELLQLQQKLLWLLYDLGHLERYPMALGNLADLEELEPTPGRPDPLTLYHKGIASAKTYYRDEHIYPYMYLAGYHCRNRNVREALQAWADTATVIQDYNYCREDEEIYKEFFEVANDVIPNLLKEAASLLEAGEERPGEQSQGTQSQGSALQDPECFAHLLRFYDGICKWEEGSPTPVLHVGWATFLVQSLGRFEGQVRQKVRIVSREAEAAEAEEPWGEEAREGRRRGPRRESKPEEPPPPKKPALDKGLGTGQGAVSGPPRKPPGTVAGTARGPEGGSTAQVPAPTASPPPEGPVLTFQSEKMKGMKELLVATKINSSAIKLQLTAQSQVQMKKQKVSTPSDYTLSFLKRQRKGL
Starred values were filed as active, the others as inactive; ? = inconclusive; nt = not tested or not shown; & = joins results of further samples; [ ] = dose if it differs, or a comment. Unless noted, calls come from the whole dose curve; as a rule, active = well fitted curve in the direction sought with a large enough effect; inconclusive = small, poorly fitted or top-dose-only effect, or another doubt; inactive = no such curve, though single readings can be large; an effect the other way counts as inactive or inconclusive. These rows are one share of the data (hit frequency here may not be typical).

SMILES | MBNL1 CUG block | PKM2 activator | BCR signal inh | Eya2 inh | USP2a block | KCNH2 WT inh | Mito fusion act | TSHR antagonist | GALK inhibitor | ASM inhibitor | Menin-MLL TR inh
CC(C)CC(c1nnnn1C(C)(C)C)N1CCN(Cc2ccccc2)CC1 (stereo unspecified) | 7% | 6% | -15% | -2% | -2% | 6 | 5% | -15 | 0% | 3% | 10%
O=C1Cc2ccccc2Sc2ccc(O)cc21 | 17% | 18% | -9% | -3% | 2% | -2 | 14µM* | -29 | 2% | 3% | -2%
CC(C)C(NC(=O)c1ccccc1Cl)C(=O)OCc1nc2scc(-c3ccccc3Cl)c2c(=O)[nH]1 (stereo unspecified) | 6% | 10% | -4% | -1% | 4% | -5 | -3% | -3 | 4% | -4% | -12%
CC(C)C(=O)Nc1ncc(Cc2cccc(Cl)c2)s1 | -4% | -2% | -15% | -20% | 2% | -13 | -10% | -12 | -3% | 0% | 26%
CCOc1ccc(-n2nnc3c(=O)n(CC(=O)c4ccccc4)cnc32)cc1 | 0% | -4% | 4% | 9% | 5% | 4 | 2% | -4 | 3% | 6% | ?
COc1ccc(OCc2cc(/C=N\NC(=O)c3ccccc3)ccc2OC)cc1 | 0% | 0% | ? | 5% | -1% | 4 | 2% | -23 | -4% | -7% | nt
CN(C1(C)CCS(=O)(=O)C1)S(=O)(=O)c1ccc2ccccc2c1 (stereo unspecified) | nt | nt | 0% | 14% | 1% | 1 | 0% | 1 | nt | 5% | nt
CCc1noc(C)c1C(=O)Nc1ccc(S(=O)(=O)N2CCCCC2)cc1 | nt | nt | -5% | 0% | 0% | -5 | 3% | -1 | nt | -3% | nt
COc1ccc2nc(SCc3ccccc3C)nc(C)c2c1 | -11% | -10% | -4% | -2% | -4% | -1 | -7% | 25 | -1% | 156%[activator] | 6%
FC(F)(F)c1ccc(NC(=S)NCc2ccccc2)cc1 | 1% | 1% | 5% | -14% | -2% | -10 | 9% | -34 | -4% | -1% | ?
FC(F)(F)c1cccc(N2Cc3ccccc3C2)c1 | -2% | -5% | 3% | 5% | 1% | 2 | -1% | 9 | -2% | -1% | nt
COC(=O)c1cccnc1NC(=S)NC1CCCCC1 | 7% | -3% | -11% | 1% | -5% | 1 | 12% | -9 | -1% | 4% | -26%
Cc1cc(-c2csc(N)n2)c(C)n1-c1ccc(Cl)c(Cl)c1 | -2% | 1% | 2% | -9% | 0% | 2 | 5% | 8 | 0% | 2% | -9%
CC1CCCC(NC(=O)COC(=O)/C=C/c2ccc(S(=O)(=O)N3CCOCC3)cc2)C1C (stereo unspecified) | ? | 3% | -2% | -12% | 3% | -1 | -5% | -5 | 0% | -2% | nt
CCNC(=O)/C(C#N)=C/c1c(N(Cc2ccccc2)Cc2ccccc2)nc2ccccn2c1=O | ? | 0% | -28% | -3% | -10% | 0 | ? | -12 | 0% | -2% | ?
Cc1nc2ccccc2c(=O)n1/N=C/c1ccncc1 | 3% | 0% | ? | 15% | -3% | -1 | 0% | -4 | 2% | 5% | -3%
Cc1ccc(C(=O)Nc2ccccc2N2CCN(C(=O)C(C)C)CC2)cc1 | -2% | -6% | 8% | -8% | 1% | 2 | -4% | -26 | 1% | 2% | -21%
Cc1c(C(=O)OCC(=O)NC(C)c2ccccc2)oc2ccccc12 (stereo unspecified) | 1% | -6% | ? | -1% | 1% | -7 | 1% | 7 | -8% | 0% | nt
C[n+]1ccccc1/C=N/O | 27%&-9% | 1%&0% | 0%&3% | 2%&1% | 5%&8% | -34&-14 | -5%&-2% | 7&5 | 4%&1% | 2%&1% | 5%&13%&-11%
COc1ccc(C(=O)NCC(=O)N2CCNC(=O)C2)cc1OC | -3% | -2% | -6% | -5% | 2% | -2 | -9% | 7 | 7% | 0% | -3%
CCOc1cccc(CN(C)CC2CCCN(CCc3ccc(Cl)cc3)C2)c1O (stereo unspecified) | 4% | -1%[11.5 µM] | -7% | 7% | -1% | 41 | -9% | 6 | 6% | 0% | -30%
CC1CC1C(=O)N(CCC1=CCCCC1)c1c(N)n(Cc2ccccc2)c(=O)[nH]c1=O (stereo unspecified) | nt | nt | 0% | 10% | -1% | -26 | -4% | 4 | nt | 5% | nt
CCOC(=O)c1cnc2ccccc2c1NCCc1ccc(OC)c(OC)c1 | -1% | 5% | ? | -30% | 4% | -18 | -3% | -7 | -4% | 7% | -10%
NC(=O)c1ccc(N2CCCCC2)c(N2C(=O)CCC2=O)c1 | -9% | -1% | ? | 22% | -2% | 2 | -1% | 0 | -1% | -1% | -3%
CC(C)(C)OC(=O)NCCCCCc1cn([C@@H](CO)C(=O)NCCCCCCCCCCC(=O)N2CCN(C(=O)OC(C)(C)C)CC2)nn1 | nt | nt | ? | -15% | -12% | 1 | -5% | -95* | nt | 0% | nt
COc1ccc2oc(C(F)(F)C(F)F)cc(=O)c2c1 | 3% | 3% | ? | -18% | -1% | 1 | -3% | -1 | -2% | 17% | 1%
Cc1cc(NC(=O)COC(=O)C2CCN(S(=O)(=O)c3cccc(Cl)c3Cl)CC2)no1 | 1% | -3% | -23% | 4% | -1% | 5 | -1% | -3 | -2% | -10% | nt
Cc1ccc(NC(=O)C2(NC(=O)c3ccccn3)CCCCC2)cc1Br | -12% | -8% | 5% | -5% | 2% | 1 | 8% | -1 | 1% | -1% | 6%
CCOc1ccc(NCC(=O)Nc2ccc(C)cc2C)cc1 | 3% | -3% | -3% | -23% | -7% | -1 | -2% | -6 | 0% | -1% | 14%
COc1ccc(N=C2NC(=O)/C(=C/c3ccco3)S2)cc1 | 21% | 15% | ? | 0% | 0% | nt | -1% | 3 | -3% | -1% | nt
Cc1ccc(CC(=O)N2CCN(c3cccc(C(F)(F)F)c3)CC2)cc1 | -7% | 1% | -4% | -10% | -1% | -3 | 13% | -10 | -1% | -3% | ?
COc1ccccc1NC(=O)COC(=O)c1c(C)nn(-c2ccccc2)c1C | nt | nt | -7% | ? | 9% | 11 | 10% | -21 | nt | -1% | nt
O=C(c1ccc(COc2ccc(Br)cc2)o1)N1N=C(C(F)F)CC1(O)C(F)F (stereo unspecified) | -8% | -1% | ? | -14% | 0% | -4 | -1% | -8 | 1% | -6% | 10%
CC1=C(C)/C(=N\OC(=O)/C=C/c2ccccc2)C=CC1=O | 9% | -6% | -4% | -4% | 0% | 6 | 3% | -6 | -5% | -2% | 12%
COc1cccc(CNC(=O)COC(=O)CN(C)S(=O)(=O)c2ccc(NC(C)=O)cc2)c1 | 0% | -2% | ? | -6% | 1% | 2 | 1% | -4 | 7% | 5% | nt
Cc1sc(NC(=O)CSc2nnc(COc3ccccc3)n2C)c(C#N)c1C | 1% | -2% | 0% | 12% | -1% | -11 | 4% | -1 | 3% | -1% | ?
COCCN(C(=S)Nc1ccc(OC)cc1)C(C)c1cccs1 (stereo unspecified) | -4% | 3% | -1% | 8% | 1% | -4 | 1% | -4 | 0% | -3% | -2%
COC(=O)c1ccc(NC(=O)c2ccccc2N(C)S(=O)(=O)c2ccccc2)cc1 | -3% | -11% | ? | -15% | 1% | -4 | -1% | -10 | -2% | -3% | 2%
O=C(Nc1ccc(N2C(=O)CCC2=O)cc1Cl)c1cccs1 | 0% | -1% | -1% | 7% | 1% | -1 | 2% | -3 | 7% | -1% | 8%
O=C(NCC1CCCO1)C(c1cccnc1)N(C(=O)Cc1cccs1)c1cccnc1 (stereo unspecified) | -7% | -12% | 0% | 3% | 2% | -1 | -2% | 0 | nt | 3% | -16%
COc1cccc(CNC(=O)CC(NC(=O)c2ccccc2)c2ccccc2)c1 (stereo unspecified) | nt | nt | -6% | 6% | 2% | 3 | -3% | 3 | nt | 3% | nt

Screens (PubChem BioAssay)
